AHR act: activators of human aryl hydrocarbon receptor. AID 2796. P35869. AHR-responsive luciferase reporter cells, luminescence. activation, % at 5 µM. 320,000 compounds, 2.5% hits; in the data active = activation above about 47%;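 note: 0% = vehicle wells and 100% = reference agonist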
Target sequence (P35869 whole entry, looked up): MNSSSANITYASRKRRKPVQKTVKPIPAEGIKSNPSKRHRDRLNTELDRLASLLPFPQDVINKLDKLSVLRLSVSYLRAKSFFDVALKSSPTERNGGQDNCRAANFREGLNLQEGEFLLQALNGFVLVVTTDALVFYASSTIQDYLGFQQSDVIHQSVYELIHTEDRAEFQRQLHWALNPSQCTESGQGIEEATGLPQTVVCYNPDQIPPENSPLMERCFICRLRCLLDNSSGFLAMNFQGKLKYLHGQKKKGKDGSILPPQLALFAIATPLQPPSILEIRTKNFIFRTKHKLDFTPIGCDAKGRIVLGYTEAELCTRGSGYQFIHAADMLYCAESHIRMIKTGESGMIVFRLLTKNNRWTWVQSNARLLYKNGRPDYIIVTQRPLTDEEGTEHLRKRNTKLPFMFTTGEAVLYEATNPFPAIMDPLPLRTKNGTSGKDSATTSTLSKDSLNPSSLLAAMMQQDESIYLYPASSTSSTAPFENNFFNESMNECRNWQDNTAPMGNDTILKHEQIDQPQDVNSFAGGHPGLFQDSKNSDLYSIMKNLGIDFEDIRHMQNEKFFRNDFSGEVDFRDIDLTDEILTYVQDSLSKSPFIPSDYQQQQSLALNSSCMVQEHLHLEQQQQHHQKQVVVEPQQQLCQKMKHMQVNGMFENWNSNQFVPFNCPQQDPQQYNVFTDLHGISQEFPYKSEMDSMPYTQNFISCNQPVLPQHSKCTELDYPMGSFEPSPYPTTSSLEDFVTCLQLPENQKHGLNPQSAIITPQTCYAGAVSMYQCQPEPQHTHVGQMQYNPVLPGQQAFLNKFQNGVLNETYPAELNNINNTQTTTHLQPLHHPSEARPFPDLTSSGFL
LAP4-GFP MLPCN: yeast TOR pathway LAP4-GFP modulation. S. cerevisiae LAP4-GFP multiplex, flow cytometry GFP, 3 h; median GFP as percent of DMSO wells. GFP response vs DMSO, % at 10 µM. 320,000 compounds, 0.34% hits;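 active = GFP response vs DMSO above a set limit, about the screen mean plus 3 SD, cut at about 150% in these data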
MEP2-GFP yeast: alters MEP2-GFP fluorescence in TOR pathway yeast screen; 330,000 compounds, 0.51% hits; GFP response vs DMSO, % at 10 µM; S. cerevisiae MEP2-GFP strain, flow cytometry GFP, 3 h; 100% = DMSO control level;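 active = GFP response versus DMSO above a set limit, roughly screen mean plus 3 SD, cut at about 180% in these data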;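 note: median GFP fluorescence of the barcode-gated MEP2-GFP cells per well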
proCasp7 act: counter-screen: procaspase-7 (human) activation; P55210; recombinant procaspase-7, Ac-DEVD-pNA absorbance 405 nm; D23A/D198A/D206A triple mutant, cannot self-cleave; scale: DMSO 0, 5 µM enzyme 100; activation, % at 8.5 µM; 330,000 compounds, 0.093% hits; AID 463210;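 active = percent activation above the screen-wide mean plus 3 SD, cut at about 25% in these data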
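Material: Procaspase-7 triple mutant (PC-7 D3A) | Quantity: 2 µM procaspase-7 mutant as dispensed | Reagent: DEVD-pNA substrate | Times: 1 h preincubation, 2 h reaction | Technique: 405 nm absorbance of p-nitroaniline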
procasp3 activ: activators of human procaspase-3; recombinant procaspase-3 D3A, Ac-DEVD-pNA absorbance 405 nm; activation, % at 8.5 µM; 330,000 compounds, 0.11% hits; P42574;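 active = activation above the mean of all tested compounds plus 3 SD, cut at about 21% in these data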;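 note: 0% = DMSO alone and 100% = DMSO wells spiked with extra 5 µM PC-3 D3A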
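Test system: Procaspase-3 D3A mutant, all three cleavage aspartates alanine | Dosing: Single dose, 8.5 µM nominal compound, 0.8% DMSO | Schedule: 1 h preincubation, 2 h reaction | Technique: 405 nm absorbance of p-nitroaniline, reads at 0 and 120 min | Repeats: One well per compound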
CIT2 TOR yeast: alters CIT2-GFP fluorescence in TOR pathway yeast screen; 320,000 compounds, 0.065% hits; S. cerevisiae CIT2-GFP strain, flow cytometry, 3 h; 100 means same as DMSO wells; GFP response vs DMSO, % at 10 µM; AID 2029;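 active = GFP response relative to DMSO above a set limit, near the screen mean plus 3 SD, cut at about 150% in these data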;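 note: ratio of well median GFP fluorescence to mean of DMSO wells on the plate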
AGP1-GFP MLPCN: modulators of TOR pathway AGP1-GFP in S. cerevisiae. 320,000 compounds, 0.02% hits. GFP response vs DMSO, % at 10 µM. S. cerevisiae AGP1-GFP multiplex flow cytometry, 3 h; GFP as percent of DMSO wells;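 active = GFP response relative to DMSO above a set limit, near screen average plus 3 SD, cut at about 150% in these data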;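 note: median GFP channel fluorescence of the gated AGP1 strain per well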
RPL19A TOR yeast: modulators of TOR pathway RPL19A-GFP in S. cerevisiae. S. cerevisiae RPL19A-GFP strain, flow cytometry, 3 h; stronger effect = lower value. percent response vs DMSO, % at 10 µM. 330,000 compounds, 0.3% hits. AID 2025;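 active = percent response vs DMSO below 50%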;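 note: median channel GFP fluorescence of the barcoded RPL19A-GFP strain; ratio of sample median GFP to plate DMSO average so 100% = DMSO; lower means less RPL19A-GFP as with rapamycin TOR inhibition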
* = called active by the depositor; . = not tested or not shown.

No. | smiles | LAP4-GFP MLPCN | proCasp7 act | MEP2-GFP yeast | AGP1-GFP MLPCN | AHR act | RPL19A TOR yeast | procasp3 activ | CIT2 TOR yeast
1 | Cc1ccc(Cn2cccc2C2=NC(C)CO2)cc1 (stereo unspecified) | 105 | 5 | 110 | 102 | 2 | 102 | 2 | 100
2 | CC(=O)Nc1ccc(Sc2ccccc2C(=O)O)cn1 | 93 | -1 | 102 | 103 | 2 | 103 | 3 | 100
3 | COC(=O)c1ccc(NC(=S)NCCCn2ccnc2)cc1 | 102 | -4 | 98 | 100 | 10 | 97 | -4 | 99
4 | CN(C)c1c(F)cc(C(=O)NC(=O)NCc2cccnc2)cc1F | 95 | 1 | 99 | 103 | 30 | 101 | -5 | 102
5 | O=C(Nc1ccc(-c2nc3ncccc3o2)cc1)c1ccc([N+](=O)[O-])o1 | 80 | 5 | 92 | 93 | -2 | 100 | 3 | 102
6 | N#CCCn1cc(/C=N/N=C2\NC(=O)C(CC(=O)O)S2)c(-c2ccc(F)cc2)n1 (stereo unspecified) | 102 | -1 | 96 | 101 | -1 | 98 | -7 | 99
7 | COc1ccc(NC(=O)[C@H](CCS(C)(=O)=O)N2Cc3ccccc3C2=O)c(OC)c1 | 103 | -8 | 100 | 106 | 1 | 102 | -5 | 105
8 | Cc1ccc(C(=O)COC(=O)CSc2cccc3cccnc23)c(C)c1 | 133 | 6 | 102 | 98 | -1 | 95 | -9 | 86
9 | Cc1cc(C)cc(Nc2ncc3c(n2)CC(c2ccco2)CC3=O)c1 (stereo unspecified) | 102 | 5 | 97 | 100 | 17 | 94 | 0 | 95
10 | Cc1nc2scc(-c3ccc(Cl)cc3)c2c(=O)n1N | 98 | 6 | 102 | 100 | 15 | 103 | -1 | 99
11 | Cc1c(N=Cc2ccc(-c3ccc(Cl)cc3)o2)c(=O)n(-c2ccccc2)n1C | 97 | -12 | 85 | . | 2 | 94 | -2 | 84
12 | CN(C(=O)c1sc2nc(N3CCOCC3)c3c(c2c1N)CCCC3)c1ccccc1 | 107 | -82 | 102 | 102 | -1 | 99 | -13 | 90
13 | CSc1oc(-c2ccccc2)nc1C(N)=O | 106 | -3 | 107 | 88 | -10 | 100 | 2 | 107
14 | O=C(CSc1nc2ccccc2s1)NCC1CCCO1 (stereo unspecified) | 95 | 3 | 91 | 92 | 14 | 93 | -5 | 84
15 | COc1ccccc1C(=O)Nc1ccnn1C1CCN(CCCC2CCCC2)CC1 | 89 | -5 | 122 | 97 | 4 | 96 | 1 | 112
16 | O=C(Nc1ccc(NC(=O)c2ccccc2Br)cc1)c1ccccc1 | 99 | -3 | 107 | 99 | -6 | 104 | 12 | 106
17 | CC(=O)c1ccc(OCc2cc(C(=O)NC(C)c3cnn(C)c3)no2)cc1 (stereo unspecified) | 100 | -7 | 102 | 101 | 1 | 106 | 5 | 110
18 | CCOCCCNC(=O)CSc1ccccc1 | 103 | 9 | 102 | 96 | 0 | 99 | 1 | 100
19 | O=C(CSc1cn[nH]n1)Nc1nc2ccccc2s1 | 102 | 5 | 105 | 108 | 43 | 102 | 2 | 107
20 | Cc1ccc(C2CC(=O)N3CN(c4ccc(Br)cc4)CSC3=C2C#N)o1 (stereo unspecified) | 106 | -19 | 99 | 98 | 3 | 98 | -20 | 97
21 | CN(CC(=O)NCc1ccc(F)cc1)Cc1cccc(Cl)c1 | 94 | 11 | 101 | 99 | -1 | 102 | 6 | 103
22 | CCS(=O)(=O)CCSc1nc2ccccc2s1 | 93 | 1 | 97 | 97 | 6 | 97 | 2 | 97
23 | Cc1cccc([C@@H]2[C@@H]3C(=O)N(Cc4ccccc4)C(=O)[C@@H]3[C@]3(Cc4ccc(Cl)cc4)C(=O)N(c4cccc(Br)c4)C(=O)N23)c1 | 94 | 4 | 101 | 105 | 0 | 102 | 2 | 105
24 | O=C(CCOc1ccccc1)NCC(c1ccco1)N1CCCCC1 (stereo unspecified) | 109 | 9 | 109 | 108 | -2 | 97 | -4 | 94
25 | O=C(N/N=C/c1ccc(Br)cc1)c1ccc(F)cc1 | 89 | -2 | 95 | 90 | 16 | 97 | 3 | 92
26 | CCOC(=O)n1c(=O)n(Cc2ccccc2)c2ccccc21 | 98 | 1 | 94 | 97 | 3 | 95 | 1 | 91
27 | Cc1ccc(CNC(=O)c2cc(-c3ccccc3C)nn2CC2CC(c3cccnc3)=NO2)cc1 (stereo unspecified) | 107 | 4 | 101 | 106 | 0 | 102 | 4 | 98
28 | Cc1cc(CNC(=O)C2CCC(=O)N(Cc3cccc(C(F)(F)F)c3)C2)no1 (stereo unspecified) | 94 | 2 | 97 | 107 | -4 | 110 | 2 | 105
29 | COc1ccc(CNC(=O)C2CCCN(C(=O)Nc3ccccc3OC)C2)cc1 (stereo unspecified) | 94 | 0 | 98 | 104 | -1 | 98 | 7 | 97
30 | CSc1ncccc1C(=O)NC1CCCCCCC1 | 98 | 6 | 106 | 103 | 1 | 104 | -7 | 105
31 | O=C(CSc1nnc(CNC(=O)c2ccc(F)cc2)o1)NCc1ccc2c(c1)OCO2 | 89 | 8 | 95 | 93 | 21 | 101 | -8 | 97
32 | O=C(CCN1CCN(c2ccccc2)CC1)N/N=C/c1ccccc1OC(F)F | 98 | 8 | 88 | 93 | 9 | 95 | -8 | 88
33 | CC(C)(C)OC(=O)N1CCOCCOCCNCCOCCOCC1 | 100 | 9 | 110 | 104 | 0 | 105 | -9 | 104
34 | Cc1cccc(NC(=S)N(CCN(C)C)C(C)c2cccnc2)c1 (stereo unspecified) | 98 | -10 | 98 | 98 | 1 | 97 | 3 | 93
35 | CCN1C(=O)/C(=C/N2CC(C)CC(C)C2)SC1=S (stereo unspecified) | 107 | -2 | 103 | 102 | 0 | 103 | -1 | 103
36 | Cc1nc(NCCCN2CCOCC2)c2oc3ccccc3c2n1 | 96 | 1 | 110 | 102 | 9 | 94 | 11 | 110
37 | CSCCCNC(=S)N1CCN(S(=O)(=O)c2cccc(C(F)(F)F)c2)CC1 | 102 | 4 | 105 | 96 | -2 | 105 | -2 | 98
38 | Cc1cccc(NC(=O)COC(=O)c2ccccc2-c2nc3ccccc3s2)c1C | 96 | -2 | 106 | 103 | -3 | 110 | 2 | 104
39 | O=C(NCc1ccccc1F)C1CCN(C(=O)NCc2ccccc2)CC1 | 111 | 6 | 103 | 106 | -1 | 108 | 4 | .
40 | COc1ccc(CSc2ccc(-c3nc4ccccn4c3NCc3ccccc3)cc2OC)cc1 | 143 | 5 | 89 | 74 | 8 | 91 | 12 | 65
41 | O=C1CC[C@@H](C(=O)O)N1 | 122 | -7 | 94 | 85 | -4 | 95 | 3 | 88
42 | COc1cc2ncnc(NCc3cccs3)c2cc1OC | 92 | -3 | 89 | 90 | 7 | 99 | 5 | 91
43 | Nc1c(C(=O)Nc2ccc(S(=O)(=O)N3CCCC3)cc2)sc2nc3ccc(OC(F)(F)F)cc3cc12 | 111 | -24 | 125 | 101 | 27 | 105 | -16 | 115
44 | CC1C/C(=C\c2ccccc2[N+](=O)[O-])c2nc3ccccc3c(C(=O)O)c2C1 (stereo unspecified) | 99 | 0 | 109 | 104 | 3 | 105 | -5 | 101
45 | O=C1c2cccc3cccc(c23)C(=O)N1CCCSc1ncn[nH]1 | 105 | -2 | 101 | 104 | 101* | 99 | -2 | 99
46 | Cc1nc(C(=O)N2CCCC(Nc3ccc(C)c(C)c3)C2)cs1 (stereo unspecified) | 78 | . | 103 | 106 | . | 119 | . | 112
47 | COc1ccc(C2(C(=O)NCCN3CCOCC3)CCOCC2)cc1 | 92 | 3 | 100 | 100 | 0 | 96 | -2 | 106
48 | CC12CCC(C(N)=O)(C1Br)C2(C)C (stereo unspecified) | 89 | 4 | 95 | 93 | -1 | 97 | -9 | 91
49 | CCOc1ccc(CCNS(=O)(=O)c2ccc(-c3ccc(=O)[nH]n3)o2)cc1OCC | 106 | 0 | 103 | 111 | 0 | 105 | 5 | 106
50 | Cc1ccc(C(=O)OCC(=O)N2CCCC2)cc1 | 94 | 6 | 102 | 98 | 0 | 102 | 6 | 100
51 | O=C(COC(=O)/C=C/c1ccc(Br)o1)Nc1ccc2[nH]c(=O)[nH]c2c1 | 100 | -4 | 102 | 103 | 0 | 99 | -4 | 116
52 | Cc1cn(C2OC(CC(=O)Oc3ccccc3)C(O)C2O)c(=O)[nH]c1=O (stereo unspecified) | 109 | -1 | 101 | 111 | 2 | 98 | 2 | 96
53 | S=C(NCc1ccco1)Nc1ccc(Br)cc1Cl | 113 | -7 | 126 | 104 | 3 | 91 | -3 | .
54 | NC(=O)CC(O)c1cccc(Cl)c1 (stereo unspecified) | 107 | -6 | 116 | 101 | 5 | 105 | -4 | 98
55 | CC1CN(c2ccc([N+](=O)[O-])cc2C#N)CC(C)O1 (stereo unspecified) | 92 | -25 | 100 | 96 | 5 | 99 | -13 | .
56 | CCOC(=O)/C(C#N)=C/c1c(N2CCN(c3ccccc3)CC2)nc2c(C)cccn2c1=O | 86 | . | 103 | 93 | . | 100 | . | 98
57 | NS(=O)(=O)c1ccc(NC(=O)c2cc(-c3cc(Cl)ccc3O)n[nH]2)cc1 | 102 | . | 107 | 99 | . | 102 | . | 97
58 | CC[C@@H](C)[C@H](NC(=O)OCc1ccccc1)c1nnc([C@@H](NC(=O)OCc2ccccc2)[C@@H](C)CC)o1 | 102 | 2 | 90 | 87 | -1 | 96 | -5 | 88
59 | CCOC(=O)N1CCN(C(=O)C2CCCN(c3nc4ccc(OCC)cc4s3)C2)CC1 (stereo unspecified) | 105 | 1 | 98 | 102 | 30 | 102 | 5 | 90

In the list so far, these have bromine:
No. | smiles | LAP4-GFP MLPCN | proCasp7 act | MEP2-GFP yeast | AGP1-GFP MLPCN | AHR act | RPL19A TOR yeast | procasp3 activ | CIT2 TOR yeast
16 | O=C(Nc1ccc(NC(=O)c2ccccc2Br)cc1)c1ccccc1 | 99 | -3 | 107 | 99 | -6 | 104 | 12 | 106
20 | Cc1ccc(C2CC(=O)N3CN(c4ccc(Br)cc4)CSC3=C2C#N)o1 (stereo unspecified) | 106 | -19 | 99 | 98 | 3 | 98 | -20 | 97
23 | Cc1cccc([C@@H]2[C@@H]3C(=O)N(Cc4ccccc4)C(=O)[C@@H]3[C@]3(Cc4ccc(Cl)cc4)C(=O)N(c4cccc(Br)c4)C(=O)N23)c1 | 94 | 4 | 101 | 105 | 0 | 102 | 2 | 105
25 | O=C(N/N=C/c1ccc(Br)cc1)c1ccc(F)cc1 | 89 | -2 | 95 | 90 | 16 | 97 | 3 | 92
48 | CC12CCC(C(N)=O)(C1Br)C2(C)C (stereo unspecified) | 89 | 4 | 95 | 93 | -1 | 97 | -9 | 91
51 | O=C(COC(=O)/C=C/c1ccc(Br)o1)Nc1ccc2[nH]c(=O)[nH]c2c1 | 100 | -4 | 102 | 103 | 0 | 99 | -4 | 116
53 | S=C(NCc1ccco1)Nc1ccc(Br)cc1Cl | 113 | -7 | 126 | 104 | 3 | 91 | -3 | .
